# STAT3 inh: inhibitors of IL-6 induced STAT3 signaling. U3A cells, IL-6 STAT3-luciferase reporter, luminescence; host cell line lacks STAT1. inhibition, % at 5.5 µM. 190,000 tested, 0.89% active. AID 862;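 active means inhibition above the mean inhibition across all screened compounds plus 3 SD, cut at about 44% in these data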;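 further: 0% = DMSO only wells and 100% = 100 µM nifuroxazide control wells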
# RAM network inh: yeast RAM network inhibition. S. cerevisiae dse1pr::URA3 reporter, 5-FOA growth OD615, 2 d; analog-sensitive cbk1-as2 kinase mutant strain. inhibition, % at 50 µM. 190,000 tested, 1.8% active;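 active means inhibition above a set limit, 3 SD over mean compound inhibition, cut at about 8.4% in these data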;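 further: 0% = DMSO-only wells with no growth and 100% = 10 µM 1-NA-PP1 full growth; inhibition rescues growth on 5-FOA so higher OD means more RAM inhibition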
# Hsp70 act: transcriptional activators of Hsp70 | HeLa Hsp70 promoter luciferase reporter, luminescence; scaled: vehicle 0, proteasome-inhibitor control 100% | activation, % at 10 µM | 200,000 tested, 0.04% active;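 active means activation above the mean across all tested compounds plus 3 SD, cutoff set per campaign, cut at about 5.5% in these data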;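 further: 100% = MG132 at 30 µM as the positive control and 0% = DMSO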
# STAT1 blocker: inhibitors of IFN-gamma induced STAT1 signaling; inhibition, % at 5.5 µM; 200,000 tested, 0.35% active; NIH 3T3 STAT1-luciferase reporter, luminescence; AID 920;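 active means inhibition above a set limit, the mean inhibition across all tested compounds plus 3 SD, cut at about 34% in these data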;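 further: 0% = IFN-gamma with DMSO and 100% = IFN-gamma with 300 µM nifuroxazide; values of inactives mirror those of a sister screen read the other way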
# STAT3 activator: STAT3 signaling activation; U3A cells, IL-6 STAT3-luciferase reporter, luminescence; 100% = signal with IL-6 EC80 alone; 190,000 tested, 0.91% active; activation (% of control), % at 5.6 µM; AID 871;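 active means activation above the screen-wide mean of compound activation plus 3 SD, cut at about 130% in these data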;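 further: 0% = background luminescence of wells with medium and substrate only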
#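 Test system: Human STAT1-deficient U3A cells with stable STAT3-luciferase reporter | Also added: Interleukin-6, 33 ng/mL | Timing: Compound pre-incubation 1 h before IL-6, then 6 h stimulation at 37 °C | Technique: Luciferase reporter luminescence | Read-out: Percent of IL-6-only median luminescence | Benchmarks: IL-6-only wells as 100% reference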
# APP 5'UTR act: APP 5'UTR luciferase reporter activation | 190,000 tested, 1% active | SH-SY5Y APP 5'UTR luciferase reporter, luminescence; zero percent = DMSO vehicle wells | activation, % at 2 µM;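 active means activation above a set limit, based on mean plus 3 SD of controls, cut at about 140% in these data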; further: values of inactives mirror those of a sister screen read the other way
# NF-kB expr up: NF-kB expression increase, human neuronal cells; 190,000 tested, 1.6% active; NF-kB reporter expression; active compounds read high; fold change at 12.5 µM; AID 1239; in the data active means fold change above about 3.3
# APP 5UTR inh: APP translation inhibition | SH-SY5Y APP 5'UTR-luciferase reporter, luminescence | 190,000 tested, 0.82% active | inhibition, % at 2 µM;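 active means inhibition above a set limit, derived from the sample mean plus 3 SD, cut at about 45% in these data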; further: values of inactives mirror those of a sister screen read the other way
# STAT1 act: STAT1 signaling activation | NIH 3T3 STAT1-luciferase reporter, IFN-gamma, luminescence; 100% = IFN-gamma alone, no compound | 200,000 tested, 2.6% active | AID 932 | activation (% of control), % at 5.5 µM;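 active means activation above the screen-wide mean activation plus 3 SD, cut at about 130% in these data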;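 further: raw ratio to IFN-gamma control signal so 100% means no change and 0% no light; values of inactives mirror those of a sister screen read the other way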
# FLuc inhib CS: Photinus pyralis luciferase inhibition counter-screen; P08659; inhibition, % at 10 µM; ATPLite firefly luciferase biochemical luminescence, 10 min; AID 1006; 200,000 tested, 1.5% active;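 active means inhibition above about 50% when tested at 10 µM, limit read from the data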
# Target sequence (P08659 whole entry, looked up): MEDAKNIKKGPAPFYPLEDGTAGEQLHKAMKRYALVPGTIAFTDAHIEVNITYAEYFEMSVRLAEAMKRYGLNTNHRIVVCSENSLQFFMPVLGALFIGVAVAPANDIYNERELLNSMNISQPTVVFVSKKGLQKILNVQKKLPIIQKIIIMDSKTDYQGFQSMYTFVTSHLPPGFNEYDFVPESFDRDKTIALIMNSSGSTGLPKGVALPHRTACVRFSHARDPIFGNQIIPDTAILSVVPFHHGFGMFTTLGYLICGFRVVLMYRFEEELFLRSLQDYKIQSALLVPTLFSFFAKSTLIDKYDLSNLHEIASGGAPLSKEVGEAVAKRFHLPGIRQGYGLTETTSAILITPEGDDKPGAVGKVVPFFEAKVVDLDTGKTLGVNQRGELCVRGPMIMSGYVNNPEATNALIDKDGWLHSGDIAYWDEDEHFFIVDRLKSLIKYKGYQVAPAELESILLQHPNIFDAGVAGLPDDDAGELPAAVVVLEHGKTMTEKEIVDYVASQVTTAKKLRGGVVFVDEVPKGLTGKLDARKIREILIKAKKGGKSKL
# An asterisk follows results filed as active; . = no result given.
# Order of values: STAT3 inh	RAM network inh	Hsp70 act	STAT1 blocker	STAT3 activator	APP 5'UTR act	NF-kB expr up	APP 5UTR inh	STAT1 act	FLuc inhib CS
- COc1ccc(S(=O)(=O)N(CCc2ccccc2)CC(=O)NC(C)C)cc1
  -1	-0.7	0.0	-6	101	-13	0.98	13	106	-4
- CCOC(=O)C1=NN(C(C)=O)C2(CC(=O)N(c3cc(C)cc(C)c3)C2=O)C1 (configuration not stated)
  -4	1.0	-0.2	-2	104	18	0.99	-18	102	-5
- CC(C)CC(=O)c1c[nH]c(C(=O)NCCCN2CCOCC2)c1
  13	1.7	-0.2	8	94	.	1	.	93	-4
- CCOC(=O)C1(CCOC)CCN(C(C)CCc2ccc(OC)cc2)CC1 (configuration not stated)
  -9	-0.6	-0.1	-6	112	7	1.2	-7	104	-7
- COc1ccccc1NC(=O)CCC(=O)N/N=C(/C)c1ccc(C)cc1
  4	1.4	-0.4	-1	96	13	1.1	-13	101	-4
- O=S(=O)(c1ccccc1)C1CON(Cc2ccccc2)C1c1ccccc1 (configuration not stated)
  8	7.9	-0.1	-7	95	7	0.91	-7	104	-4
- C=C(C)CSc1nncn1/N=C/c1ccc(OC)cc1
  -23	-0.4	0.9	-58	123	33	2.5	-33	153*	4
- CCOC(=O)C1CCCN(C(=O)c2cccc(S(=O)(=O)N3CCOCC3)c2)C1 (configuration not stated)
  -5	0.1	-0.1	-4	104	-2	1.1	2	105	-2
- Cc1ccc(S(=O)(=O)NNc2ccccc2)cc1
  4	0.3	0.4	-3	106	-6	1	6	103	-5
- Nc1ccc2c(c1)C/C(=C/c1ccco1)C2=O
  0	0.4	0.2	-126	101	189*	1	-189	210*	87*
- O=c1oc2cc(OCc3ccc(F)cc3F)ccc2cc1-c1ccccn1
  18	-0.9	0.1	2	91	2	1.8	-2	93	-4
- O=C(Nc1nnc(-c2ccccc2Cl)o1)c1ccco1
  12	0.9	0.5	1	93	20	1.2	-20	99	66*
- O=C(C1CCCCC1)N1CCC(CO)(Cc2ccccc2Cl)CC1
  -14	0.8	0.0	-5	118	-19	1.2	19	105	-7
- COc1ccc(S(=O)(=O)N2CCC(C(=O)N3CCCCCC3)CC2)cc1
  6	2.1	-0.4	0	99	-9	0.89	9	100	-2
- Cc1cc(CN(C)Cc2c(C(=O)N3CCCCCCC3)nc3ccc(Cl)cn23)n[nH]1
  1	1.6	0.0	-3	104	-1	0.9	1	101	-3
- FC(F)(F)c1cc(C(F)(F)F)c2ccc(N/N=C/c3cccc(Cl)c3)nc2n1
  13	1.4	0.1	8	98	-3	1.1	3	92	-6
- CCCCn1nc2cc(C(=O)NCCCCc3ccccc3)ccc2c1OCC
  7	1.4	0.1	1	99	-9	1.1	9	99	-10
- CCOc1ccc(NC(=O)C2CCC(C)(C(=O)O)C2(C)C)cc1 (configuration not stated)
  2	1.1	-0.1	-1	101	5	1.1	-5	101	-6
- Cc1nc(N)sc1-c1csc(Nc2ncccn2)n1
  14	1.2	0.3	-28	91	177*	2.5	-177	125	32
- Cc1c(C#N)c2ccccc2n1CC(=O)NCc1ccccc1
  -21	3.8	-0.2	18	118	-4	1	4	83	-4
- Cc1cc(C)nc(SCc2cccc(C(=O)O)c2)n1
  8	3.2	-0.4	2	96	-15	0.85	15	98	-7
- Cc1ccc(N2C(S)=C(C#N)C(=O)NC2c2cccs2)cc1 (configuration not stated)
  -5	0.6	-0.5	-10	106	13	0.81	-13	108	-1
- Cc1ccc(C(=O)N2CCC(Cc3ccccc3)CC2)cc1[N+](=O)[O-]
  2	2.4	-0.1	12	106	31	0.86	-31	89	-7
- O=C(CSc1nc2ccccc2c(=O)n1CCCN1CCOCC1)Nc1cccc(S(=O)(=O)N2CCCCCC2)c1
  -5	0.5	-0.7	-2	102	7	0.45	-6	102	-4
- CC(=O)C1=NOC(CNC(=O)c2c(-c3ccccc3Cl)noc2C)C1 (configuration not stated)
  13	0.7	-0.4	-1	97	-7	1.2	7	101	-3
- Cc1cc2n(n1)C(c1sccc1C)Nc1ccccc1-2 (configuration not stated)
  1	3.7	-0.3	2	108	-7	0.83	7	98	-3
- Cc1ccccc1OCCNC(=S)Nc1ccccc1
  24	4.4	0.1	7	85	9	1.2	-9	94	-4
- COCCN(CC(=O)NCc1ccccc1)C(=O)CCC(=O)Nc1ccccn1
  4	1.5	-0.1	6	100	-11	1.2	11	95	-7
- O=C(Cc1cccs1)NCc1cccs1
  0	1.4	-0.1	-11	103	-2	1.3	2	110	-2
- CC(NC(=O)C1CCCCC1)c1ccc2c(c1)OCCO2 (configuration not stated)
  5	0.8	-0.5	9	99	-1	1.1	1	92	-8

# Reprinted from the part before: 2 compounds, then new ones.
# Order of values: STAT3 inh	RAM network inh	Hsp70 act	STAT1 blocker	STAT3 activator	APP 5'UTR act	NF-kB expr up	APP 5UTR inh	STAT1 act	FLuc inhib CS
- O=C(Cc1cccs1)NCc1cccs1
  0	1.4	-0.1	-11	103	-2	1.3	2	110	-2
- CC(NC(=O)C1CCCCC1)c1ccc2c(c1)OCCO2 (configuration not stated)
  5	0.8	-0.5	9	99	-1	1.1	1	92	-8
- Cc1cccn2c(=O)c(C=O)c(N3CCN(c4ccccc4)CC3)nc12
  -12	0.7	0.0	-7	115	-1	1	1	104	-4
- COc1ccc(C2CC(c3ccccc3)=NN2C(=O)c2cccs2)cc1 (configuration not stated)
  6	2.4	-0.3	-18	96	11	1.8	-11	117	10
- c1ccc(CSc2nnc(-c3ccco3)n2Cc2ccccc2)cc1
  -11	1.5	-0.2	-48	109	133	3.2	-133	144*	2
- CCCc1nc(N)c(C#N)c(-c2ccco2)c1CC
  -2	2.0	-0.4	0	105	20	1.1	-20	100	4
- O=C(O)c1ccc2c(c1)OCCO2
  -3	0.6	0.0	-1	107	-5	1.1	5	101	-9
- CCOCCCNC(=O)Cc1c(C(=O)O)[nH]c2ccc(Cl)cc12
  2	0.5	-0.4	3	103	6	1.1	-6	98	-7
- Cc1cc(-c2nnc(CCC(=O)N(C)Cc3cccc4ccccc34)o2)no1
  4	-1.0	0.0	-6	100	12	1.4	-12	104	-5
- CC(C(=O)Nc1cccnc1)n1cc([N+](=O)[O-])cn1 (configuration not stated)
  12	0.7	0.0	6	93	-2	0.97	2	93	-8
- Cc1c([N+](=O)[O-])cc(C(=O)Nc2ccc(Cc3ccncc3)cc2)cc1[N+](=O)[O-]
  2	1.4	-0.3	-7	96	-15	1.5	15	106	-5
- Cc1cc(C(F)F)n2ncc(C(=O)N3CCCCC3)c2n1
  7	0.8	-0.5	-6	95	-2	1.2	2	105	-6
- COc1ccccc1NC(=S)NCC1CCCO1 (configuration not stated)
  -1	1.2	-0.3	5	99	-6	0.99	6	97	-6
- Cc1ccc(-c2csc3nnc(SCC(=O)N4CCN(Cc5ccccc5)CC4)n23)cc1
  14	2.1	-0.1	6	91	1	0.93	-2	95	-1
- Cc1cc(NC(=O)COC(=O)c2ccco2)no1
  6	1.0	-0.1	1	99	11	1.4	-11	96	-4
- CCOC(=O)N1CCN(C(=O)c2ccccc2NC(=O)c2ccc(OC)cc2)CC1
  4	0.8	0.0	-4	98	5	1.1	-5	103	1
- CCn1c2ccccc2c2cc(CN3CCN(S(=O)(=O)CC)CC3)ccc21
  -6	-0.1	-0.3	10	103	-29	1.2	29	91	-6
- COc1ccc2[nH]c(C)c(CCN(Cc3cccs3)C(=S)Nc3ccccc3OC)c2c1
  -2	2.4	-0.5	5	106	2	0.53	-2	95	-7
- C/C(=N\NS(=O)(=O)c1ccc(Cl)c([N+](=O)[O-])c1)c1ccc(C)o1
  -5	-0.9	-0.2	-3	105	-17	1	17	103	-3
- CCCNC(=O)C1CCN(S(=O)(=O)c2cccc3nonc23)CC1
  -4	0.2	-0.2	1	105	0	1	0	98	-3
- CCC(=O)NC(Nc1cccc(C)n1)(C(F)(F)F)C(F)(F)F
  -6	1.9	0.6	0	105	0	1	0	100	-5
- CCCC(=O)NCc1ccncc1
  5	0.0	-0.3	1	99	-9	1.1	9	99	-2
- CC(=O)Nc1ccc(OCC(=O)c2cc(C)ccc2C)cc1
  9	1.0	-0.1	0	99	0	1.1	0	100	-1
- Cc1ccc(S(=O)(=O)NCCN=C(CN2CCOCC2)NS(=O)(=O)c2ccc(C)cc2)cc1
  -5	1.1	-0.5	0	111	-9	0.97	9	100	-9
- Cc1ccc(NN2C(=O)C=C(c3ccccc3)C2=O)cc1
  -4	0.5	-0.1	-3	105	-11	1.5	11	103	0
- Cn1c(SCc2cccc(C(F)(F)F)c2)nnc1-c1ccco1
  17	-0.1	-0.3	6	88	-4	1.3	4	94	0
- CS(=O)(=O)N1CCN(c2ncccn2)CC1
  -2	0.7	0.3	0	102	5	1.1	-5	104	-4
- CC(C)CC1NC(=O)N(CC(=O)N2CCN(S(=O)(=O)c3ccc4ccccc4c3)CC2)C1=O (configuration not stated)
  11	0.2	-0.3	-3	93	22	0.8	-22	102	-3
- N#CCCn1cc(C(=O)Nc2ccc(C(=O)O)cc2)c(-c2ccc([N+](=O)[O-])cc2)n1
  9	8.8*	-0.1	4	96	5	0.99	-5	95	-1
- CCCCn1c(S(=O)(=O)O)nc2ccccc21
  -1	0.7	-0.1	-6	104	2	1.1	-2	105	-4
- O=C(COc1ccc2c(c1)OCO2)Nc1ccccc1C(F)(F)F
  5	3.2	0.5	-31	104	34	2.2	-34	126	8
- Cc1c(Br)cc(C(=O)NC2CCCCC2)c(C)c1C
  5	4.2	-0.1	8	100	-16	0.88	16	93	-6

# RAM network inh, what is marked active above.
compound | RAM network inh | Hsp70 act | STAT1 blocker | STAT3 activator | APP 5'UTR act | NF-kB expr up | APP 5UTR inh | STAT1 act
N#CCCn1cc(C(=O)Nc2ccc(C(=O)O)cc2)c(-c2ccc([N+](=O)[O-])cc2)n1 | 8.8* | -0.1 | 4 | 96 | 5 | 0.99 | -5 | 95

# Single records, as listed above. Screens in order: STAT3 inh | RAM network inh | Hsp70 act | STAT1 blocker | STAT3 activator | APP 5'UTR act | NF-kB expr up | APP 5UTR inh | STAT1 act | FLuc inhib CS
# COc1ccc(S(=O)(=O)N(CCc2ccccc2)CC(=O)NC(C)C)cc1 across the screens: -1 | -0.7 | 0.0 | -6 | 101 | -13 | 0.98 | 13 | 106 | -4
# CS(=O)(=O)N1CCN(c2ncccn2)CC1 across the screens: -2 | 0.7 | 0.3 | 0 | 102 | 5 | 1.1 | -5 | 104 | -4

# Additional entries follow.
# Order of values: STAT3 inh	RAM network inh	Hsp70 act	STAT1 blocker	STAT3 activator	APP 5'UTR act	NF-kB expr up	APP 5UTR inh	STAT1 act	FLuc inhib CS
- O=C1NC(Nc2ccccn2)(C(F)(F)F)C(=O)N1c1ccc(F)cc1 (configuration not stated)
  5	2.0	0.3	0	98	2	0.92	-2	100	-10
- CN(C)c1ccc(C2N(C(=O)N3CCOCC3)CCN2S(=O)(=O)c2ccccc2)cc1 (configuration not stated)
  3	0.3	0.3	7	100	-12	1.2	12	94	-3
- COC(=O)c1n[nH]nc1-c1ccccc1
  -1	1.9	0.0	3	103	2	1	-2	97	2
- O=C(COc1ccc([N+](=O)[O-])cc1)NCc1cccnc1
  4	2.2	-0.1	6	96	25	0.84	-25	95	-7
- COC(=O)c1cc(C(=O)Nc2nnc(CC(C)C)s2)cc([N+](=O)[O-])c1
  -8	5.2	-0.3	-2	107	-3	0.95	3	102	-5

# High-throughput results from PubChem.
